HSF-1 act: increases HSF-1 driven luciferase reporter signal | AID 504408 | activation, % at 9 µM | NIH3T3-HGL HSF-1 luciferase reporter, MG132, 8 h; 100% = twice DMSO control signal | 1.7% of 300,000 active;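 active means mean replicate activation of at least 50% with a set share of replicates each reaching 50%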;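 further: 0% = median of the neutral control wells and 100% = twice that signal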
GSK3A inh: inhibitors of human GSK-3 alpha kinase; P49840; ADP-Glo luminescence, 60 min; inhibition, % at 10 µM; 0.1% of 320,000 active; AID 2650;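 in the data active means inhibition above about 50%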;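 further: GST-tagged GSK-3 alpha with peptide substrate and 25 µM ATP; 0% = DMSO neutral wells and 100% = GW8510 positive control wells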
Dyrk1A ADPGlo: Dyrk1A (rat) kinase inhibition. ADP-Glo luminescence, NFATc1 peptide. 0.43% of 310,000 active. inhibition, % at 12.5 µM; in the data active means inhibition above about 50%;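 further: plate controls were vehicle with enzyme for no effect and no enzyme for full effect; many of its hits are not listed in these tables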
GSK3beta inhib: human GSK3beta kinase inhibition; P49841; GST-GSK3beta kinase, ADP-Glo luminescence, 60 min; stronger effect = lower value; activity score (negative = inhibition), % at 10 µM; 0.038% of 300,000 active; AID 2097;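 active means more than half of replicate wells score below -50%, meaning over 50% inhibition versus plate controls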;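 further: 0% = median DMSO wells and -100% = median GW8510 positive control wells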
Target sequence (P49841 whole entry, looked up): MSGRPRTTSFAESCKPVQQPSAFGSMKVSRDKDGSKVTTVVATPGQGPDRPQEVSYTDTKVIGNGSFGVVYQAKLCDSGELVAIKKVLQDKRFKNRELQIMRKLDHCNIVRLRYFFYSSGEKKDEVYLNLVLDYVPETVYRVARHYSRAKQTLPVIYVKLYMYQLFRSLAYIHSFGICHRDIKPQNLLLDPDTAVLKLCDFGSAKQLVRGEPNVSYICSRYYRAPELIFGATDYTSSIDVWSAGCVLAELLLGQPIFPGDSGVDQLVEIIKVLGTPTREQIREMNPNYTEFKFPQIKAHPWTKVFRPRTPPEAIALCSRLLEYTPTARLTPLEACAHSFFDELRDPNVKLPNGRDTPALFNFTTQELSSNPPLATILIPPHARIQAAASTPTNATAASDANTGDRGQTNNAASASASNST
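Assay system: GST-fused GSK3beta enzyme, cell-free / Medium: Tris pH 7.5 buffer with MgCl2, DTT, BSA, heparin / Also added: peptide substrate plus 25 µM ATP (final) / Compound: 10 µM single point / Timing: kinase reaction with compound 60 min at room temperature / Detection: ADP-Glo luminescence / Benchmarks: DMSO neutral wells and GW8510 at 20 µM as positive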
HSF1 inh: HSF1 inhibition. AID 2098. 0.77% of 300,000 active. NIH3T3-HGL HSE-luciferase, MG132-induced, luminescence 8 h; stronger effect = lower value. activity change, negative = inhibition, % at 7.5 µM (by protocol);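 active means more than half of replicate wells show activity change below -50%, luminescence cut by over half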;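 further: luciferase reports HSF-1 transcriptional activity via heat shock element; 0% = median of DMSO wells and -100% = zero luminescence signal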
PolyA inh: yeast polyadenylation inhibition. S. cerevisiae SKY197-pL101 polyadenylation reporter, beta-gal luminescence; efflux-impaired pdr1/pdr3 knockout yeast; score 100 = 6 SD above DMSO. 0.02% of 300,000 active. calls only at 12 µM. AID 1875;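 active means lowest replicate activity score at least 50, where 100 means six control SD above control mean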;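 further: yeast exposed to compound for 9 h at 30 °C; higher score means more reporter readthrough which indicates perturbed polyadenylation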
Platelet DG rel: platelet dense granule release activity | human platelet-rich plasma, SFLLRN dense granule ATP release, luminescence | 0.22% of 300,000 active | inhibition, %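 (compounds screened at 7.5 µM in platelet-rich plasma)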;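 active means mean replicate score, as percent of positive control, at or above 50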
HDAC3 inhib: blocks human histone deacetylase 3 | recombinant HDAC3, fluorogenic peptide/trypsin coupled, fluorescence | AID 2718 | inhibition, % at 8.3 µM | 0.15% of 320,000 active | O15379; in the data active means inhibition above about 26%, passing the limit was not always enough
Target sequence (O15379 whole entry, looked up): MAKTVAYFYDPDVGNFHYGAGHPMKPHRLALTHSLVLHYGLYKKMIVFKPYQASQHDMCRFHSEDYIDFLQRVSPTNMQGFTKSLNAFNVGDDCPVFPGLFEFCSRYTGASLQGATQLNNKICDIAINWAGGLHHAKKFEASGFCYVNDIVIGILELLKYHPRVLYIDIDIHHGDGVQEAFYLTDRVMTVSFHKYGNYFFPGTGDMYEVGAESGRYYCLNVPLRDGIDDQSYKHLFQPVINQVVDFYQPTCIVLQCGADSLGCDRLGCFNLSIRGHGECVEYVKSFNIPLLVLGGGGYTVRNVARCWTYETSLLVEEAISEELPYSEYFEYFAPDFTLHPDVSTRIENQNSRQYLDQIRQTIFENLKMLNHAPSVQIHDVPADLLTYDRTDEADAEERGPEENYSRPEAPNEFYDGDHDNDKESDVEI
HSP90 inh: blocks HSP90-mediated luciferase refolding in reticulocyte lysate. Rabbit reticulocyte lysate, luciferase refolding luminescence, 3 h. inhibition, % at 5.6 µM. 0.91% of 290,000 active;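 active means inhibition above the screen-wide mean plus 3 SD, computed separately per campaign, cut at about 16% in these data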;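 further: 0% = DMSO wells and 100% = 60 µM geldanamycin wells; inhibitors lower the luminescence because luciferase stays unfolded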
AI-2 QS modul: modulates the Vibrio harveyi AI-2 quorum sensing system; Vibrio harveyi JMH597 AI-2 luminescence/OD600 ratio, 9 h; stronger effect = lower value; strain lacks LuxN and CqsS sensors; 0 = neutral-control median; activity change, % at 7.5 µM; 0.4% of 300,000 active; AID 2094; in the data active means activity change below about -75%, passing the limit was not always enough;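 further: luminescence divided by OD600 gain over 9 h not by final OD600 alone; inactives centre near 13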
* hit, by the source's call. Some of the compounds tested; count on the stated rates, not on these rows.

How did Cc1cccc(C(=O)NNC(=O)CCC(=O)Nc2cccc(Cl)c2C)c1 do in these assays?
HSF-1 act: 26; GSK3A inh: -3; Dyrk1A ADPGlo: -3; GSK3beta inhib: 0; HSF1 inh: 4; PolyA inh: inactive; Platelet DG rel: 2; HDAC3 inhib: 6; HSP90 inh: 2; AI-2 QS modul: -2

Results for Cc1cc(C(=O)CSc2nnnn2-c2ccccc2)c(C)n1CC1CCCO1 (centres undefined) ?
HSF-1 act: 19; GSK3A inh: -1; Dyrk1A ADPGlo: 4; GSK3beta inhib: 2; HSF1 inh: 0; PolyA inh: inactive; Platelet DG rel: -6; HDAC3 inhib: 2; HSP90 inh: 8; AI-2 QS modul: 12

How did COc1ccc(C(CC(=O)Nc2ccc(F)cc2)c2ccccc2)cc1 (centres undefined) do in these assays?
HSF-1 act: 41; GSK3A inh: -8; Dyrk1A ADPGlo: -3; GSK3beta inhib: -2; HSF1 inh: 20; PolyA inh: inactive; Platelet DG rel: 19; HDAC3 inhib: 5; HSP90 inh: -1; AI-2 QS modul: 25

Results for Cc1cc(C)c(C#N)c(SCCN2CCCCC2)n1 ?
HSF-1 act: -10; GSK3A inh: -1; Dyrk1A ADPGlo: 0; GSK3beta inhib: -1; HSF1 inh: -11; PolyA inh: inactive; Platelet DG rel: 13; HDAC3 inhib: 0; HSP90 inh: 2; AI-2 QS modul: 7

Results for COc1ccc(-c2nc3c4ccccc4[nH]c(=O)n3n2)cc1 ?
HSF-1 act: 36; GSK3A inh: 4; Dyrk1A ADPGlo: 4; GSK3beta inhib: -1; HSF1 inh: 2; PolyA inh: inactive; Platelet DG rel: 3; HDAC3 inhib: 8; HSP90 inh: 5; AI-2 QS modul: 10

Results for CCCN1C(=O)/C(=C/c2ccc(N3CCCC3)c(C)c2)NC1=S ?
HSF-1 act: 9; GSK3A inh: 1; Dyrk1A ADPGlo: 7; GSK3beta inhib: 0; HSF1 inh: 9; PolyA inh: inactive; Platelet DG rel: 2; HDAC3 inhib: 3; HSP90 inh: -6; AI-2 QS modul: 10

How did CCOC(=O)N1CCN(C(=O)CSc2nc(CC)nc3c2c(=O)n(C)c(=O)n3C)CC1 do in these assays?
HSF-1 act: -2; GSK3A inh: -3; Dyrk1A ADPGlo: -1; GSK3beta inhib: 2; HSF1 inh: -6; PolyA inh: inactive; Platelet DG rel: -17; HSP90 inh: -1; AI-2 QS modul: 5

Results for C/C(=N\OCC(=O)Nc1ccc(OC(F)(F)F)cc1)c1ccc2c(c1)OCCO2 ?
GSK3A inh: 0; Dyrk1A ADPGlo: -2; GSK3beta inhib: 2; PolyA inh: inactive; Platelet DG rel: -5; HDAC3 inhib: 9; HSP90 inh: -5; AI-2 QS modul: 18

How did Cc1ccc(C)c(N2CCN(C(=O)CNS(=O)(=O)c3cccs3)CC2)c1 do in these assays?
HSF-1 act: 6; GSK3A inh: -3; Dyrk1A ADPGlo: 8; GSK3beta inhib: -3; HSF1 inh: 2; PolyA inh: inactive; Platelet DG rel: 3; HDAC3 inhib: 6; HSP90 inh: 5; AI-2 QS modul: 12

Results for Cc1ccc(S(=O)(=O)N2CCCN(c3nccc(C(F)(F)F)n3)CC2)cc1 ?
HSF-1 act: 20; GSK3A inh: 5; GSK3beta inhib: 0; HSF1 inh: 6; PolyA inh: inactive; Platelet DG rel: 0; HDAC3 inhib: 5; HSP90 inh: 0; AI-2 QS modul: 21

How did Cc1ccc(N=Nc2c(O)n(CN3CCOCC3)c3ccccc23)cc1 do in these assays?
HSF-1 act: 49; GSK3A inh: 4; Dyrk1A ADPGlo: -10; GSK3beta inhib: -4; HSF1 inh: 14; PolyA inh: inactive; Platelet DG rel: -4; HDAC3 inhib: 2; HSP90 inh: -4; AI-2 QS modul: 20

How did COc1ccc(C(=S)Nc2ccc(C)cc2)cc1 do in these assays?
HSF-1 act: 63*; GSK3A inh: -4; Dyrk1A ADPGlo: 6; GSK3beta inhib: 4; HSF1 inh: 30; PolyA inh: inactive; Platelet DG rel: -1; HDAC3 inhib: -5; HSP90 inh: -2; AI-2 QS modul: 17

What do the screens show for `O=C(O)CCN1C(=O)/C(=C2\C(=O)N(Cc3ccc(F)cc3)c3ccccc32)SC1=S`?
HSF-1 act: 43; GSK3A inh: -2; Dyrk1A ADPGlo: -8; HSF1 inh: 14; PolyA inh: inactive; Platelet DG rel: -6; HDAC3 inhib: 5; HSP90 inh: -5

What do the screens show for `O=C(CN1C(=O)C2C3C=CC(C3)C2C1=O)Nc1nc(SCc2ccc(Cl)cc2)n[nH]1` (centres undefined)?
HSF-1 act: -18; GSK3A inh: -4; Dyrk1A ADPGlo: -2; GSK3beta inhib: 2; HSF1 inh: -4; PolyA inh: inactive; Platelet DG rel: 5; HDAC3 inhib: 2; HSP90 inh: 2; AI-2 QS modul: 11

What do the screens show for `O=c1c(O)c(-c2cccs2)oc2ccc(Cl)cc12`?
HSF-1 act: -8; GSK3A inh: -1; Dyrk1A ADPGlo: 5; GSK3beta inhib: -1; HSF1 inh: -11; PolyA inh: inactive; Platelet DG rel: -4; HDAC3 inhib: -5; HSP90 inh: -1; AI-2 QS modul: 32

What do the screens show for `O=C(NC(=S)NC1CCS(=O)(=O)C1)c1cccs1` (centres undefined)?
HSF-1 act: -6; GSK3A inh: -1; Dyrk1A ADPGlo: -2; GSK3beta inhib: 1; HSF1 inh: -5; PolyA inh: inactive; Platelet DG rel: -6; HDAC3 inhib: 2; HSP90 inh: -6; AI-2 QS modul: 12

How did O=C(NCc1cccs1)C1CCCN1C(=O)Nc1ccccc1Cl (centres undefined) do in these assays?
HSF-1 act: 0; GSK3A inh: -3; Dyrk1A ADPGlo: 13; GSK3beta inhib: 1; HSF1 inh: -1; PolyA inh: inactive; Platelet DG rel: -8; HDAC3 inhib: -4; HSP90 inh: 3; AI-2 QS modul: 19

How did COc1ccc2nc(Nc3nc4cc5c(cc4s3)OCO5)sc2c1 do in these assays?
HSF-1 act: 13; GSK3A inh: -3; Dyrk1A ADPGlo: -4; GSK3beta inhib: 1; HSF1 inh: 2; PolyA inh: inactive; Platelet DG rel: 2; HDAC3 inhib: 4; HSP90 inh: 3; AI-2 QS modul: 9

What do the screens show for `CCN(CC)CCn1c2c(c(SCC(=O)Nc3ccc(C)c(F)c3)nc1=O)CCC2`?
HSF-1 act: -5; GSK3A inh: -1; Dyrk1A ADPGlo: 0; GSK3beta inhib: 3; HSF1 inh: 3; PolyA inh: inactive; Platelet DG rel: -7; HDAC3 inhib: 3; AI-2 QS modul: 4

Results for CNC(=O)c1oc(-c2ccc(Cl)cc2)nc1C ?
HSF-1 act: 0; GSK3A inh: 3; Dyrk1A ADPGlo: 8; GSK3beta inhib: -4; HSF1 inh: 2; PolyA inh: inactive; Platelet DG rel: -6; HDAC3 inhib: 2; HSP90 inh: 0; AI-2 QS modul: 17

What do the screens show for `O=C(O)C1=C[C@@H](C2CCCCC2)C[C@@H](OCc2ccc(CO)cc2)O1`?
HSF-1 act: -18; GSK3A inh: -5; Dyrk1A ADPGlo: -7; GSK3beta inhib: 6; HSF1 inh: -5; PolyA inh: inactive; Platelet DG rel: -2; HDAC3 inhib: -6; HSP90 inh: -2; AI-2 QS modul: 10

Results for CCCCC(=O)Nc1ccc(C(=O)NNC(=O)CCc2ccccc2)cc1 ?
HSF-1 act: 17; GSK3A inh: -6; Dyrk1A ADPGlo: 5; GSK3beta inhib: 1; HSF1 inh: 1; PolyA inh: inactive; Platelet DG rel: 2; HDAC3 inhib: 6; HSP90 inh: 1; AI-2 QS modul: 23

Results for COCC(C)NC(=O)/C(=C/c1ccccc1)c1ccccc1 (centres undefined) ?
HSF-1 act: 60*; Dyrk1A ADPGlo: -2; GSK3beta inhib: 1; HSF1 inh: 21; PolyA inh: inactive; Platelet DG rel: 2; HDAC3 inhib: 7; HSP90 inh: -2; AI-2 QS modul: 7

How did CCN(c1ccccc1)S(=O)(=O)c1ccc2c(c1)N(C(C)=O)CCS2 do in these assays?
HSF-1 act: 5; GSK3A inh: -2; Dyrk1A ADPGlo: -3; GSK3beta inhib: 1; HSF1 inh: -1; PolyA inh: inactive; Platelet DG rel: -6; HDAC3 inhib: -3; HSP90 inh: 0; AI-2 QS modul: 12

Results for C=CCNC(=O)NC(=O)Cn1c(=O)c2c(ncn2CC)n(Cc2ccccc2)c1=O ?
HSF-1 act: -7; GSK3A inh: 1; Dyrk1A ADPGlo: -2; GSK3beta inhib: 0; HSF1 inh: -3; PolyA inh: inactive; Platelet DG rel: 8; HDAC3 inhib: -1; HSP90 inh: 1; AI-2 QS modul: -2

What do the screens show for `CC(/C=N/N1CCN(c2ccccc2)CC1)=C\c1ccco1`?
HSF-1 act: 42; GSK3A inh: -4; Dyrk1A ADPGlo: -3; GSK3beta inhib: 0; HSF1 inh: 24; PolyA inh: inactive; Platelet DG rel: 24; HDAC3 inhib: 2; HSP90 inh: -2; AI-2 QS modul: 17

How did O=C1CN(C(=O)COc2ccccc2F)c2ccccc2N1 do in these assays?
HSF-1 act: 7; GSK3A inh: 0; Dyrk1A ADPGlo: -1; GSK3beta inhib: 1; HSF1 inh: -4; PolyA inh: inactive; Platelet DG rel: -8; HDAC3 inhib: -7; HSP90 inh: -1; AI-2 QS modul: -1

What do the screens show for `COC(=O)CC1C(=O)NCCN1C(=O)CSc1nnc(Nc2ccc(OC)cc2)s1` (centres undefined)?
HSF-1 act: 5; GSK3A inh: 3; Dyrk1A ADPGlo: 5; GSK3beta inhib: 0; HSF1 inh: -8; PolyA inh: inactive; Platelet DG rel: 2; HDAC3 inhib: 6; HSP90 inh: 1; AI-2 QS modul: 32

How did C/C(=N\NC(=O)c1nn(C)cc1Cl)c1ccncc1 do in these assays?
HSF-1 act: 6; GSK3A inh: -4; Dyrk1A ADPGlo: 2; GSK3beta inhib: -3; HSF1 inh: 6; PolyA inh: inactive; Platelet DG rel: -4; HDAC3 inhib: 1; HSP90 inh: 0; AI-2 QS modul: 24

Results for COC(=O)c1ccc(Oc2coc3cc(OCc4cnn(-c5ccccc5)c4)ccc3c2=O)cc1 ?
HSF-1 act: -8; GSK3A inh: 1; Dyrk1A ADPGlo: -4; GSK3beta inhib: -3; HSF1 inh: -7; PolyA inh: inactive; Platelet DG rel: 7; HDAC3 inhib: -5; HSP90 inh: 6; AI-2 QS modul: 17

How did COc1ccc(/C=C(/NC(=O)c2ccccc2Cl)C(=O)NCCCC(=O)O)cc1 do in these assays?
HSF-1 act: -1; GSK3A inh: 4; Dyrk1A ADPGlo: -4; GSK3beta inhib: 2; HSF1 inh: -2; PolyA inh: inactive; Platelet DG rel: -12; HDAC3 inhib: 1; HSP90 inh: 5; AI-2 QS modul: 17

Screens (PubChem BioAssay)
